NOD2-RIPK2 inh – blocks binding of human NOD2 to RIPK2 | CHO BLA complementation NOD2-RIPK2, CCF4 ratio | inhibition, % at 4.98 µM | actives 0.38% (n = 360,000); in the data active = inhibition above about 21%;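 note: 0% = vehicle only and 100% = reference blocker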
NR2F2 inh – inhibitors of human COUP-TFII (NR2F2). P24468. HEK293T NGFI-A luciferase reporter, luminescence. inhibition, % at 8.6 µM. actives 0.7% (n = 370,000);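 active = inhibition above a per-plate cutoff, mean inhibition of test wells between control levels plus 3 SD, cut at about 38% in these data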;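 note: cells cotransfected with COUP-TFII expression vector driving the NGFI-A reporter; 0% = median of COUP-TF2 test wells and 100% = reporter-only cells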
SRC2 inh – inhibits human steroid receptor coactivator 2. Q15596. inhibition, % at 9 µM. HEK293 GAL4-SRC2 luciferase reporter, luminescence. AID 651957. actives 0.17% (n = 370,000);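 active = inhibition above the mean inhibition of all tested compounds plus 3 SD, set per campaign, cut at about 52% in these data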;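 note: 0% = DMSO treated cells and 100% = cells given Gossypol at 36 µM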
SRC3 inh – inhibits human SRC3 coactivator. HEK293 GAL4-SRC3 luciferase reporter, luminescence. actives 0.17% (n = 360,000). inhibition, % at 3.6 µM;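 active = inhibition above a per-campaign cutoff, the mean of all compounds plus 3 SD, cut at about 60% in these data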;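 note: 0% = DMSO-treated cells and 100% = gossypol-treated cells at 36 µM; higher means less SRC3-driven luciferase light from the GAL4 reporter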
TROY signal inh – blocks TROY-dependent signaling in reporter cells. Q293 LMP1-TROYcd NF-kB luciferase reporter, 4 h. inhibition, % at 10 µM. actives 0.98% (n = 360,000). AID 1347056;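 active = compounds whose plate-normalised and pattern-corrected inhibition of the luciferase reporter signal at the single screening dose is 50% or more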
NR5A2 inv ag – suppresses constitutive activity of human LRH-1 | O00482 | HEK293T StAR-luciferase reporter, LRH-1 transfected, 24 h | inhibition, % at 3.6 µM | actives 0.13% (n = 360,000) | AID 602396;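 active = inhibition above the mean inhibition of all tested compounds plus 3 SD, cut at about 73% in these data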;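 note: 0% = DMSO wells and 100% = reporter-only cells lacking LRH-1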
TWEAK Fn14 block – TWEAK-Fn14 signaling inhibition; AID 1159606; inhibition, % at 10 µM; actives 2% (n = 360,000); TWEAK-stimulated Fn14 reporter cells, luciferase luminescence, 8 h; in the data active = inhibition above about 50%
TLR9-MyD88 block – blocks human TLR9 binding to MyD88 | CHO BLA complementation TLR9-MyD88, CCF4 FRET ratio | inhibition, % at 4.98 µM | actives 0.21% (n = 340,000) | AID 504734 | Q9NR96+Q99836;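 active = inhibition above the mean over all tested compounds plus 3 SD, cut at about 21% in these data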;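 note: 0% = DMSO only wells and 100% = clavulanate BLA inhibitor control wells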
Target sequence (Q99836 whole entry, looked up): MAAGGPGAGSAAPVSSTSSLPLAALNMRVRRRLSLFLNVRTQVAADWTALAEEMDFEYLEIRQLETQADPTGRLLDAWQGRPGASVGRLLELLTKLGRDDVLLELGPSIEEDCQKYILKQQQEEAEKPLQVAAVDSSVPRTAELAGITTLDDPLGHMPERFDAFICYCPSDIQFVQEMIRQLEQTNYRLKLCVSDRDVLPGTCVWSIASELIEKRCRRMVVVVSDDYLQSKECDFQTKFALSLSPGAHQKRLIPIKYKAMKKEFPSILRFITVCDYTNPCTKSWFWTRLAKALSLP
Target sequence (Q9NR96 whole entry, looked up): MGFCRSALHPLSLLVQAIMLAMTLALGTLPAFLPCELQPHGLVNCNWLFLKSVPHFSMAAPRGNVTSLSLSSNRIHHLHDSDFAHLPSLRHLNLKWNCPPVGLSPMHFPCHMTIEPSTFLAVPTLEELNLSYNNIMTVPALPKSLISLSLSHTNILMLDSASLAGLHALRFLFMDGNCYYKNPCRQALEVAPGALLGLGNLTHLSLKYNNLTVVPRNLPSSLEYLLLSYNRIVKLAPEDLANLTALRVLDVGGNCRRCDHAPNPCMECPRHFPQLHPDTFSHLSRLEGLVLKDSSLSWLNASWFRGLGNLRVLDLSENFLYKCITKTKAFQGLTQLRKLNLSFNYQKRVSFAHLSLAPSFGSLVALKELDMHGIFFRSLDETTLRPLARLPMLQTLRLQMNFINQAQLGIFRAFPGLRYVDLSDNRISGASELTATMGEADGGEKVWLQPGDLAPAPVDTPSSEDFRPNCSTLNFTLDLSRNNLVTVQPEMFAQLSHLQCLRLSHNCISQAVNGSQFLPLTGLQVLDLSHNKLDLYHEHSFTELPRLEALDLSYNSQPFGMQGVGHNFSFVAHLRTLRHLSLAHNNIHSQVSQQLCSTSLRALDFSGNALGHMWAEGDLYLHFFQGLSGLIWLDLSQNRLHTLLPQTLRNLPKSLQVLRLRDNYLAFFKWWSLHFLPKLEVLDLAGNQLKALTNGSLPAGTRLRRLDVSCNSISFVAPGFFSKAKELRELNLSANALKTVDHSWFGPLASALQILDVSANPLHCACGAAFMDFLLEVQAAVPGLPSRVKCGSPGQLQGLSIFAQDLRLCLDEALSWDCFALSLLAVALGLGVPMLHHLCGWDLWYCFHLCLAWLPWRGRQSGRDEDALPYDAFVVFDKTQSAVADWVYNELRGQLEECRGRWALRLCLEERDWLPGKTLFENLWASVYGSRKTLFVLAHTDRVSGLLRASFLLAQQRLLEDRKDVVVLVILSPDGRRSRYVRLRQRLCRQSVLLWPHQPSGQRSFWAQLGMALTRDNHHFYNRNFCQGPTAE
TRAIL sens C8 – caspase-8 TRAIL sensitization; NB7+C8 cells + TRAIL, ATPlite viability luminescence; inhibition (viability loss, TRAIL sensitization), % at 10 µM; actives 1% (n = 360,000);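 active = compounds causing at least 50% loss of cell viability in the single-dose screen, relative to plate controls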
SRC1 inh – inhibitors of human steroid receptor coactivator 1 (SRC1); inhibition, % at 3.6 µM; HEK293 GAL4-SRC1 luciferase reporter, luminescence; AID 588354; actives 0.12% (n = 360,000); Q15788;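 active = inhibition above the campaign mean plus 3 SD, with each screening campaign given its own cutoff, cut at about 60% in these data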;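 note: 0% = DMSO treated cells and 100% = gossypol at 36 µM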
LMP1 NFkB inh – inhibitors of Epstein-Barr LMP1-induced NF-kappaB reporter. LMP1-induced NF-kappaB luciferase reporter cells, luminescence. inhibition, % at 12.5 µM. actives 0.69% (n = 350,000); in the data active = inhibition above about 41%;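 note: 0% = neutral control wells and 100% = reference inhibitor control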
* marks the source's active call; other numbers are inactive results; x = not tested or not shown. These rows are one share of the data; rates above refer to the full screens.

Molecule,NOD2-RIPK2 inh,NR2F2 inh,SRC2 inh,SRC3 inh,TROY signal inh,NR5A2 inv ag,TWEAK Fn14 block,TLR9-MyD88 block,TRAIL sens C8,SRC1 inh,LMP1 NFkB inh
Cc1cc(C(=O)NNc2ccc(F)cc2F)no1,0,19,-5,32,5,6,11,7,11,14,-14
Cc1ccc(-c2csc3nc4cc(C(N)=O)ccc4c(=O)n23)cc1,-1,-8,-7,3,-36,9,-1,4,2,-12,0
CC1c2cc3c(cc2CCN1CC(=O)Nc1ccc(S(=O)(=O)N2CCCC2)cc1)OCCCO3 (stereo unspecified),-17,25,-16,-9,7,12,17,-7,0,8,1
Cc1cc(NS(=O)(=O)c2ccc(NC(=O)Cc3ccc([N+](=O)[O-])cc3)cc2)nc(C)n1,-1,18,-3,-1,-3,4,-10,-11,-15,7,0
COc1cccc(CNC(=O)[C@@H]2CCCN2C(=O)[C@@H]2CCCN2C(=O)c2cccc(OC)c2)c1,-7,-7,-6,x,-5,3,18,x,-8,x,x
COc1ccc(/C=C2\Sc3ccc(C(=O)NC4CC4)cc3N(C)C2=O)cc1OC,-8,-10,15,-22,37,8,1,-4,7,-6,38
CCOC(=O)c1sc(SC)c2c1CCCC2=O,-1,13,13,18,-7,6,1,-4,13,-8,-3
COC(=O)[C@]12CCCCC=C1N(Cc1cccc3ccccc13)C(=O)[C@H](CC(=O)N1CCCC1)C2,5,17,13,x,35,14,25,x,23,x,x
COc1ccc(S(=O)(=O)N(C)C)cc1NC(=O)c1ccc2c(c1)OCCO2,3,-9,22,-45,1,31,-22,4,-5,-16,4
O=C(CO/N=C/c1ccccc1OC(F)F)NCc1ccco1,-4,14,8,22,-28,-13,10,5,-7,7,-10
COc1ccc(C(=O)CCC(C)(C)[N+](=O)[O-])cc1OC,-5,-4,-22,13,4,5,-15,5,-15,7,1
COC(=O)C[C@H](NC(=O)Cn1cnc(C(=O)Nc2ccc(C)c(C)c2)n1)C(=O)OC,2,-19,-53,-11,-48,-11,-10,-7,30,-9,9
O=C1CC(/C=C/c2ccc([N+](=O)[O-])cc2)=Nc2ccccc2N1,-2,9,-28,15,-23,-3,16,1,-11,4,-1
NC(=S)N/N=C/c1cc([N+](=O)[O-])ccc1Cl,-1,30,6,9,10,13,-23,-5,-13,0,13
O=[N+]([O-])c1ccc(OCn2cncn2)cc1,0,10,-13,18,-15,12,0,-7,-25,-1,1
Cc1c(C(C)C)c(=O)n(-c2ccc(S(=O)(=O)NCc3ccccc3)cc2)n1C,-1,63*,14,-5,13,43,33,6,33,25,13
COc1cccc(NC(=O)CN2C(=O)COc3ccc(S(=O)(=O)N4CCCCCC4)cc32)c1,1,-6,-11,-3,-13,-13,6,-14,3,-7,-4
COc1ccc(NC(=O)CSc2ccc3c(c2)OCCO3)cc1OC,-11,20,4,12,0,13,8,-11,0,13,2
CCn1c(N)[n+](CC(=O)Nc2ccc(SC(F)F)cc2)c2ccccc21,-8,7,16,24,-1,35,-3,6,4,10,-7
O=C(Nc1ccc(F)cc1F)c1cc2nc3c(c(C(F)(F)F)n2n1)CCCC3,-14,-5,-24,-6,68*,-18,73*,0,5,-12,-15
CCCCc1nc(N2CCN(C(=O)c3ccco3)CC2)c(C#N)c2c1CCCC2,8,25,19,10,68*,4,-7,11,11,-100,6
Cc1ccc(C)c(OCCOCCN2CCOCC2)c1,-1,-18,-3,9,4,-11,6,-1,12,2,-16
CCN1CCCC1CN(Cc1cc2ccc(C)cc2[nH]c1=O)C(=S)Nc1ccc(OC)cc1 (stereo unspecified),-7,1,7,10,-14,-4,1,3,-4,-5,-15
COc1cccc(OCCN2CCN(c3ncnc4c3cnn4-c3ccccc3)CC2)c1,-5,7,-13,16,31,-6,57*,0,10,-1,9
C=CCN(C)NC(=S)Nc1ccccc1,-9,-5,6,4,-27,-2,0,1,4,0,11

Sorted by SMILES length (ascending): part of the list above
Molecule,NOD2-RIPK2 inh,NR2F2 inh,SRC2 inh,SRC3 inh,TROY signal inh,NR5A2 inv ag,TWEAK Fn14 block,TLR9-MyD88 block,TRAIL sens C8,SRC1 inh,LMP1 NFkB inh
CCOC(=O)c1sc(SC)c2c1CCCC2=O,-1,13,13,18,-7,6,1,-4,13,-8,-3
NC(=S)N/N=C/c1cc([N+](=O)[O-])ccc1Cl,-1,30,6,9,10,13,-23,-5,-13,0,13
COc1ccc(NC(=O)CSc2ccc3c(c2)OCCO3)cc1OC,-11,20,4,12,0,13,8,-11,0,13,2
COc1ccc(C(=O)CCC(C)(C)[N+](=O)[O-])cc1OC,-5,-4,-22,13,4,5,-15,5,-15,7,1
CCCCc1nc(N2CCN(C(=O)c3ccco3)CC2)c(C#N)c2c1CCCC2,8,25,19,10,68*,4,-7,11,11,-100,6
COc1ccc(/C=C2\Sc3ccc(C(=O)NC4CC4)cc3N(C)C2=O)cc1OC,-8,-10,15,-22,37,8,1,-4,7,-6,38
Cc1c(C(C)C)c(=O)n(-c2ccc(S(=O)(=O)NCc3ccccc3)cc2)n1C,-1,63*,14,-5,13,43,33,6,33,25,13
CC1c2cc3c(cc2CCN1CC(=O)Nc1ccc(S(=O)(=O)N2CCCC2)cc1)OCCCO3 (stereo unspecified),-17,25,-16,-9,7,12,17,-7,0,8,1
Cc1cc(NS(=O)(=O)c2ccc(NC(=O)Cc3ccc([N+](=O)[O-])cc3)cc2)nc(C)n1,-1,18,-3,-1,-3,4,-10,-11,-15,7,0

(continued)
Molecule,NOD2-RIPK2 inh,NR2F2 inh,SRC2 inh,SRC3 inh,TROY signal inh,NR5A2 inv ag,TWEAK Fn14 block,TLR9-MyD88 block,TRAIL sens C8,SRC1 inh,LMP1 NFkB inh
CC(=O)c1ccc(S(=O)(=O)N(CCCO)Cc2cc3cc(C)ccc3[nH]c2=O)cc1,-1,16,-19,-1,-11,-3,8,2,7,-13,-2
CCOc1ccc(S(=O)(=O)N(C)CC(=O)NCc2ccco2)cc1,-7,0,-45,11,4,-6,-31,-1,-22,-5,-6
OC(c1ccccc1)c1cccnc1 (stereo unspecified),3,10,4,0,10,-23,1,-11,-5,-5,7
CC1CC(C)(C)NC(=O)O1 (stereo unspecified),-3,-11,-21,15,13,14,-2,-2,-20,-9,-1
CCCOc1ccc(N2C(=O)CC(NCCNc3ccc(S(=O)(=O)CC)cc3)C2=O)cc1 (stereo unspecified),-8,15,2,11,-7,-2,-12,0,4,12,-2
NC1=NN(c2cccc(C(=O)O)c2)C(=O)C1,-13,22,-6,4,-75,-39,-11,-3,0,-52,-1
N/C(=N\OC(=O)CCCc1ccccc1)c1ccccc1,3,-9,-32,-17,-75,-25,-21,4,-8,-18,-5
COc1cc(S(=O)(=O)N2CCC(c3nc4ccccc4s3)CC2)ccc1S(=O)(=O)NC1CCCC1,-14,5,1,-16,31,-2,24,1,11,1,10
CN1CCN(C(=S)SCC(=O)Nc2nc(-c3ccccc3)c(-c3ccccc3)o2)CC1,-1,-15,3,8,-1,14,21,-3,5,6,2
CCOC(=O)Cc1csc(NC(=O)/C=C/c2ccco2)n1,9,-17,-38,-60,-22,-51,-5,-4,23,-33,0
CCOCCCNC(=O)c1cc2sc(Cl)cc2n1CC,-5,-25,-16,-2,-15,-15,0,13,2,-2,12
FC(F)(F)c1cc(-c2ccco2)nc(-n2nc(C(F)(F)F)cc2C2CC2)n1,-6,-2,-2,-8,26,-30,-29,-9,1,-10,5
O=C(NNS(=O)(=O)c1ccc(Cl)cc1)c1sccc1-n1cccc1,-1,0,1,10,5,0,15,-5,-10,-15,-6
CC(C)[C@H](NC(=O)c1ccccc1F)C(=O)NC1CCCCC1,-10,10,-41,-9,-6,3,7,6,6,-17,-2
Cc1cccc(-c2noc(CN(C)C(=O)c3ccco3)n2)c1,-1,-4,-23,-24,-22,-30,-31,8,5,-35,-7
COc1ccc(/C=N/NC(=O)c2ccc(NS(=O)(=O)c3cccs3)cc2)cc1,-6,5,-17,-14,-20,-11,-9,11,24,-24,-3
CCOC(=O)c1ccc(-c2c(C)cc3oc(=O)cc(-c4ccccc4)c3c2C)cc1,-5,3,27,-7,-11,9,7,1,6,-13,4
N#C/C(=C\c1ccc(-c2ccccc2[N+](=O)[O-])o1)C(N)=O,-2,7,17,24,18,11,0,-1,7,14,-4
Cc1ccc(N2N=C(c3ccc(F)cc3)CC2c2ccco2)cc1 (stereo unspecified),-5,0,-39,-10,-38,-2,-24,-26,6,-5,-5
COc1ccccc1C(CNC(=O)c1ccc(NS(=O)(=O)c2ccc(F)c(C)c2)cc1)N(C)C (stereo unspecified),-26,-8,-19,5,-10,-14,-3,-10,24,-4,2
CCOC(=O)Cn1cnc2sc3c(c2c1=O)CCC3,-8,14,-2,6,4,4,-9,1,-1,-6,0
Cc1c(NS(=O)(=O)c2cc([N+](=O)[O-])ccc2Cl)c(=O)n(-c2ccccc2)n1C,7,0,17,13,0,-7,5,-2,8,4,-9
Cc1ccc(CCNS(=O)(=O)c2ccc3c(c2)N(C)CCO3)cc1,-4,-5,21,18,1,-12,-6,5,2,-6,-5
CCCCn1nc2cc(C(=O)NCC3CC3)ccc2c1OCC,0,2,13,7,-13,-17,-4,5,-2,7,-2
CC(C)C(=O)N1CCC1(C)C(=O)Nc1cc(-c2ccccc2)nn1C (stereo unspecified),-5,-21,-17,-24,43,-59,-5,x,-2,-34,x

Carrying on.
The line under a structure holds: NOD2-RIPK2 inh | NR2F2 inh | SRC2 inh | SRC3 inh | TROY signal inh | NR5A2 inv ag | TWEAK Fn14 block | TLR9-MyD88 block | TRAIL sens C8 | SRC1 inh | LMP1 NFkB inh
O=C(Nc1ccccc1O)c1cc(S(=O)(=O)N2CCOCC2)c(Cl)cc1Cl
 : -12 | 16 | 1 | 2 | 0 | 19 | 14 | 0 | 1 | 2 | 7
O=C(O)CN1C(=O)C(=O)N(Cc2c(F)cccc2Cl)C1=O
 : -14 | 6 | -18 | -4 | 0 | -4 | 22 | 2 | 7 | -18 | x
Cc1ccc(C(=O)CSc2nnc(-c3cccnc3)n2N)cc1
 : -9 | 6 | -6 | -26 | 8 | 8 | -8 | -6 | -5 | 5 | -18
O=C(Nc1ccccc1)c1ccccc1OCc1ccc(F)cc1
 : 2 | -7 | 0 | -15 | 3 | 15 | -20 | 2 | 3 | 7 | -12

Screens deposited in PubChem by several laboratories.
